TDP-43 yeast inh = rescues yeast growth from TDP-43 toxicity; TDP-43 expressing yeast growth rescue, BacTiter-Glo, 24 h; Potency, µM (series often up to 46.1 µM), inactives show at the highest dose growth rescue (activation), hits mostly activators; actives 1.8% (n = 410,000); AID 652104; note: potency is the fitted concentration of half-maximal effect; % of control where 0% means no effect; nearly all actives have a fitted effect of over 50% in size
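Galactose-induced TDP-43 yeast, OD600=0.02, compound pinned; 24 hr, 30 deg C; BacTiter-Glo luminescence for growth. Inhibitors of TDP-43 toxicity read as activators.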
PTHR1 ag = activates the human parathyroid hormone receptor PTHR1; Q03431; HEK293 GP2 PTHR1 cells, GloSensor cAMP luminescence, 1 h; Potency, µM (series often up to 115 µM), inactives show at the highest dose activation, actives largely listed as activators; actives 0.075% (n = 410,000); AID 743266; note: potency is the fitted concentration of half-maximal effect; nearly all actives have a fitted effect of over 55% in size; some results filed as inactive show a strong effect at the top dose; inactives centre near -15; many of its hits are not listed in these tables
Target sequence (Q03431 whole entry, looked up): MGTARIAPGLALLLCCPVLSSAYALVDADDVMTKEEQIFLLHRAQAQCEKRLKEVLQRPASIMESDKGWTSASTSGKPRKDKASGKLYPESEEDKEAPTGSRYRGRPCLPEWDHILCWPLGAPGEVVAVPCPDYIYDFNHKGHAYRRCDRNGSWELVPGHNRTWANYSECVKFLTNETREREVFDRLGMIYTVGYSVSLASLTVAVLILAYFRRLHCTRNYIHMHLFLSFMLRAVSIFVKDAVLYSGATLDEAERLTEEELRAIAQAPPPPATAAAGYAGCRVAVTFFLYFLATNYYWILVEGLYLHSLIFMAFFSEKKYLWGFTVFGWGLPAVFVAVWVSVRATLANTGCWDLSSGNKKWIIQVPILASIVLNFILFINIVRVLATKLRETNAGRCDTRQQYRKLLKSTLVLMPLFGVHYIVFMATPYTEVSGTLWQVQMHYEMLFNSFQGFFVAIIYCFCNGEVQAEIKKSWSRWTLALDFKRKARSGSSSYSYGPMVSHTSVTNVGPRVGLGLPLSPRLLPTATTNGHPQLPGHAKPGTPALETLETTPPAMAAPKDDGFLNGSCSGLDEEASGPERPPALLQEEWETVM
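HEK-293-derived GP2 cells expressing PTHR1 and a GloSensor cAMP reporter, 3,000/well, plated overnight, given luciferin plus IBMX (each 0.5 mM as added) for 1 h at 37 °C, then compound for 1 h at 37 °C. Luminescence was read after 15 min at room temperature.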
Abeta yeast res = A-beta toxicity reversal in yeast | yeast expressing A-beta42, growth rescue, OD600, 48 h; response scale: 0% DMSO, 100% iron-clioquinol control | Potency, µM (highest dose often 46.1 µM), without a hit: at the highest dose growth rescue, hits mostly activators | actives 0.063% (n = 410,000); note: potency is the fitted concentration of half-maximal effect; nearly all actives have a fitted effect of over 55% in size
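Yeast A-beta toxicity model in growth medium with pinned compounds, 48 h at 30 C; growth read as absorbance at 600 nm. Normalized to FeCl3/clioquinol equimolar mix (positive) and DMSO (negative).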
Akt phos inh = Akt phosphorylation inhibition; activity change, % for hits at 50 µM; Neuro2A IGF-stimulated pAkt S473 HTRF, 20 min; active compounds read low; actives 0.32% (n = 360,000); in the data active = activity change below about -80%; inconclusive = mostly about -51% to -80%; note: % is set by controls: 0 for no effect and ±100 for the full control effect
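Neuro2A cells in DMEM with 0.5% FBS, overnight at 37 deg C, given compound at single 50 µM final, then IGF (6 nM final) for 20 min at 37 deg C. Lysed; phospho-Akt Ser473 by HTRF after 24 h, 665/615 ratio.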
aSyn yeast inh = alpha-synuclein toxicity inhibition in yeast; Yeast expressing alpha-synuclein, growth rescue, BacTiter-Glo, 24 h; Potency, µM (series often up to 46.1 µM), for the others: at the highest dose growth rescue (activation), most hits filed as activators; actives 0.14% (n = 370,000); note: potency is the fitted concentration of half-maximal effect; % of control where 0% means no effect; nearly all actives have a fitted effect of over 65% in size
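Readout is rescue of growth in alpha-synuclein-expressing yeast, so inhibitors of toxicity appear as activators. Growth after 24 hr at 30 deg C in galactose medium is quantified by luminescence.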
D3 antag = D3 dopamine receptor (human) antagonism; P35462; D3R cells, DiscoveRx beta-arrestin luminescence, antagonist mode; active compounds read low; max response, negative = inhibition, %; actives 2.5% (n = 360,000); AID 652054; in the data active = max response below about -50%; inconclusive = no clear call, values can overlap the other calls; note: % is set by controls: 0 for no effect and ±100 for the full control effect; mostly tested at two doses, the higher about 12 µM
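Cells plated overnight at 1500 cells/well, then exposed to library compounds with dopamine controls for 90 minutes at 37 degrees C. DiscoveRx reagent added for 30–60 minutes at room temperature; luminescence read, quantitative HTS format.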
GLP1R inv ag = GLP-1 receptor (human) inverse agonism; Potency, µM (series often up to 38.3 µM), for the others: at the top dose activity change, negative = inhibition, actives largely listed as inhibitors; HEK293 GLP-1R CRE-luciferase, luminescence, 24 h; GLP-1R form is constitutively active; P43220; actives 1.6% (n = 410,000); note: potency is the fitted concentration of half-maximal effect; % is set by controls: 0 for no effect and ±100 for the full control effect; nearly all actives have a fitted effect of over 55% in size
Target sequence (P43220 whole entry, looked up): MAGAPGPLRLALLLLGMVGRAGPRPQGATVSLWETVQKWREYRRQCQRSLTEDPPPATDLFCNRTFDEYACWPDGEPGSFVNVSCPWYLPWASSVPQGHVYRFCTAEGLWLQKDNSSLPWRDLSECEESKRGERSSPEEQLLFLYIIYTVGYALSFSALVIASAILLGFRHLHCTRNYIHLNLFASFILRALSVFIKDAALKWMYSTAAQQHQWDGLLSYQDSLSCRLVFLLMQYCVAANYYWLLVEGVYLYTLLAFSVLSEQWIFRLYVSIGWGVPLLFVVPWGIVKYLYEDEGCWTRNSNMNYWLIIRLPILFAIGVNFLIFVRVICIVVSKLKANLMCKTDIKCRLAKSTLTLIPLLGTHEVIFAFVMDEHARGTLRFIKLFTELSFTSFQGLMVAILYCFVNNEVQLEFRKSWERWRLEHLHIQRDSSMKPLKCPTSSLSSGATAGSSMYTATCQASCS
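Readout was luciferase luminescence, measured 12 min after detection reagent at room temperature. Beforehand, GLP-1R reporter HEK293 cells had sat 12 h, then received compounds for 24 hr at 37 deg C.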
GLP1R ag = GLP-1 receptor (human) agonism; HEK293 GLP-1R CRE-luciferase, luminescence, 4-6 h; cells express a hypersensitive GLP-1R form; Potency, µM (doses to about 45.6 µM), inactives show at the top dose activation, usual class: activators; actives 0.007% (n = 380,000); AID 624172; note: potency is the fitted concentration of half-maximal effect; % of control where 0% means no effect
FUS yeast rescue = rescues growth of FUS-expressing yeast. S. cerevisiae FUS-expressing, growth rescue, OD600, 24 h. Potency, µM (doses to about 76.6 µM), inactives show top-dose growth rescue (activation), usual class: activators. actives 0.24% (n = 390,000). AID 1347120;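 note: potency is the fitted concentration of half-maximal effect; plate controls were DMSO vehicle for no effect and reference control for full effect; nearly all actives have a fitted effect of over 55% in size; some results filed as inactive show a strong effect at the top dose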
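Yeast expressing FUS under galactose induction, OD 0.005 in 2% galactose medium; compounds in a dilution series, 24 h at 30C. Growth rescue by absorbance at 600 nm; CP55940 positive control, DMSO negative.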
Active calls of the source: *; i = inactive; ? = inconclusive; / = no result given; [ ] = another dose, or the depositor's remark. Unless noted, calls come from the whole dose curve; as a rule, active = well fitted curve in the direction sought with a large enough effect; inconclusive = small, poorly fitted or top-dose-only effect, or another doubt; inactive = no such curve, though single readings can be large; an effect the other way counts as inactive or inconclusive. Not all compounds are listed; rates above refer to the full screens.

SMILES	TDP-43 yeast inh	PTHR1 ag	Abeta yeast res	Akt phos inh	aSyn yeast inh	D3 antag	GLP1R inv ag	GLP1R ag	FUS yeast rescue
CCN(CC)CCCNc1oc(-c2cccc(Cl)c2)nc1C#N	-22%	-2%[57.5 µM]	6%	i	1%	-22	-28%	-15%	22%
O=C(CCNS(=O)(=O)c1cccc2nsnc12)N1CC(=O)N(CCc2ccccc2)C(=O)C1	7%	i	3%	i	1%	?	-4%	0%	17%
Cc1ccc(C2=NN(C(=O)CCCC(=O)O)C(c3ccc4c(c3)OCO4)C2)cc1 (configuration not stated)	17%	i	19%	i	12%	3	16%	5%	26%
COc1ccc(/C=C(/NC(=O)c2ccc(OC)cc2)C(=O)NCCc2c[nH]c3ccccc23)cc1	11%	i	5%	i	2%	-11	-18%	-16%	/
Cn1c(N)c(S(=O)(=O)N2CCN(c3ccccc3Cl)CC2)c(=O)n(C)c1=O	9%	i	8%	i	3%	2	1%	-8%	/
O=C1c2ccccc2C(Nc2ccc(S(=O)(=O)N3CCOCC3)cc2)N1c1ccccn1 (configuration not stated)	8%	-24%	-11%	i	-2%	-25	-10%	6%	25%
CNc1cncc(-c2cccc(C(=O)NCCN(C)C)c2)n1	17%	-20%	-10%	i	1%	-16	4%	-4%	-9%
CN(Cc1c(F)cccc1Cl)C(=O)CNC(=O)c1ccc2c(c1)OCO2	20%	-11%	1%	i	5%	3	-21%	-4%	9%
COc1ccc(/C=C/c2nnc(NC(C)=O)s2)cc1	-37%[inhibitor]	i	-11%	i	1%	-20	?	3%	10%
CC(C)CC(NC(=O)c1cccc(Cl)c1)C(=O)O (configuration not stated)	-3%	i	-1%	i	5%	8	35%[activator]	10%	-21%
CC(Oc1ccc(Cl)cc1Cl)C(=O)NN=C1CCN(C)CC1 (configuration not stated)	-4%	-8%	24%	i	-5%	28	2%	-6%	/
CC1(C(=O)NS(=O)(=O)Cc2cccc(Cl)c2)CCN1C(=O)CC1CCCC1 (configuration not stated)	?	i	21%	i	-8%	-21	-11%	-2%	-7%
CN(Cc1cnccn1)C(=O)C1CCC(=O)N(CCc2ccccc2)C1 (configuration not stated)	16%	i	-4%	/	-4%	-4	-4%	-7%	-22%
Cc1[nH]c(C(=O)N/N=C/c2ccc(N(C)C)cc2)c(C)c1C(=O)N/N=C/c1ccc(N(C)C)cc1	9%	-13%	-11%	i	?	-12	?	4%	26%
O=[N+]([O-])c1cc2c(cc1CN1CCN(CCOCCO)CC1)OCO2	-5%	i	-3%	i	-7%	-10	14%	-7%	?
CC1(C(=O)NCc2cccc(C(F)(F)F)c2)CCN1CCc1ccccc1 (configuration not stated)	-8%	-17%	-9%	i	0%	-14	?	-4%	-5%
Cc1ccc(S(=O)(=O)c2[nH]c(-c3ccccc3)nc2SCCC(=O)O)cc1	15%	10%	12%	/	/	/	2%	/	1%
O=C(CN(CC1CCCO1)C(=O)CNS(=O)(=O)c1ccc(Cl)cc1)NCc1ccccc1 (configuration not stated)	0%	-19%	-8%	i	1%	3	3%	1%	24%
Cc1ccc(-n2nc(-c3ccc(N)cc3)cc2N)cc1	?	i	-10%	i	-1%	6	16%	-2%	36%
CNC(=O)CCCN1C(=O)CCn2nc(-c3cn(C)c4ccccc34)cc21	3%	8%	-1%	/	/	/	13%	/	-9%

An excerpt of these results, as a markdown table:
| smiles | TDP-43 yeast inh | PTHR1 ag | Abeta yeast res | Akt phos inh | aSyn yeast inh | D3 antag | GLP1R inv ag | GLP1R ag | FUS yeast rescue |
| --- | --- | --- | --- | --- | --- | --- | --- | --- | --- |
| CC1(C(=O)NCc2cccc(C(F)(F)F)c2)CCN1CCc1ccccc1 (configuration not stated) | -8% | -17% | -9% | i | 0% | -14 | ? | -4% | -5% |
| Cc1ccc(S(=O)(=O)c2[nH]c(-c3ccccc3)nc2SCCC(=O)O)cc1 | 15% | 10% | 12% | / | / | / | 2% | / | 1% |
| O=C(CN(CC1CCCO1)C(=O)CNS(=O)(=O)c1ccc(Cl)cc1)NCc1ccccc1 (configuration not stated) | 0% | -19% | -8% | i | 1% | 3 | 3% | 1% | 24% |

More structures
SMILES	TDP-43 yeast inh	PTHR1 ag	Abeta yeast res	Akt phos inh	aSyn yeast inh	D3 antag	GLP1R inv ag	GLP1R ag	FUS yeast rescue
CNc1nc(SCc2ccccc2)nc(N2CCOCC2)n1	3%	i	-2%	i	-18%	9	-16%	11%	1%
CC(C)(C)NC(=O)CSc1nnc(C2CC2)n1-c1ccccc1	-25%	i	-11%	i	1%	9	-18%	1%	3%
C=CCNC(=O)/C(C#N)=C/c1c(N2CCCCCC2)nc2ccccn2c1=O	13%	-3%	-6%	i	5%	6	9%	7%	13%
Cc1ccc(-c2nn(CC(=O)Nc3ccc4c(c3)nc3n4CCOC3)c(=O)c3ccccc23)cc1	-13%	12%	0%	i	-5%	-16	-3%	0%	14%
CCc1ccc(N2CC34C=CC(O3)C(C(=O)OC)C4C2=O)cc1 (configuration not stated)	2%	-12%	-18%	i	-2%	-10	7%	4%	-27%
Cc1ccc(NC(=O)CCC(=O)n2nc(C)cc2C)c(C)c1	11%	-5%[57.5 µM]	8%	i	2%	5	-9%	-1%	-20%
CC(=O)Oc1ccc(C(=O)N2c3ccccc3NC(=O)C2C)cc1 (configuration not stated)	4%	i	8%	i	0%	1	11%	-1%	-33%
Nc1nc(N)c2c(n1)CCCC2	4%	16%	-7%	i	-4%	0	18%	5%	11%
CC1(C)CC(NCc2ccccc2)CCO1 (configuration not stated)	-4%[9.22 µM]	22%	-5%	i	-6%	0	2%	7%	2%
Cc1cccc(N2CCN(C(=O)CSc3ccsc3[N+](=O)[O-])CC2C)c1 (configuration not stated)	18µM*	-23%	?	i	9%	-12	?	5%	43%
COc1ccccc1CNC(=O)CCCn1c(=O)c2ccccc2n(Cc2ccc(C)cc2)c1=O	19%	-12%	-2%	/	/	/	-4%	-4%	-3%
Cc1nc(N)ncc1-c1ccc2c(c1)OCO2	?	i	11%	i	2%	15	187%[activator]	21%	1%
CCN1C[C@@H]2[C@@H]3C(=O)N(Cc4ccccc4)C(=O)[C@@H]3[C@](Cc3ccccc3)(C(=O)OC)N2C1=NC	6%	i	-15%	i	-2%	-18	3%	-8%	-10%
COc1cc(/C=C(\C#N)C(=O)NCC2CCCO2)ccc1OCC(=O)O (configuration not stated)	0%	-13%	-7%	i	-3%	?	6%	0%	14%
CCC(C)(C)NC(=O)C(c1ccc(C)cc1)N(Cc1cccs1)C(=O)c1ccc2c(c1)OCCO2 (configuration not stated)	-31%[inhibitor]	-23%[57.5 µM]	-25%	i	27%	-11	0%	1%	37%
CCN(C(=O)COC(=O)c1nc2nc(C)cc(C)n2n1)C1CCCCC1	-13%	i	-10%	i	1%	-7	6%	-18%	10%
Cn1c(-c2ccccc2)c(C(=O)CC#N)c2ccccc21	-8%[0.397 µM]	-10%	17%	i	3%	-2	-27%	11%	21%
Cc1cccc(CSc2ncnc3nc[nH]c23)c1	?	-39%[inhibitor]	-14%	i	-33%[inhibitor]	3	4%	8%	6%
O=C(Cc1ccccc1)c1c[nH]c(C(=O)NC2CCCC2)c1	-29%[0.397 µM]	-7%	-1%	i	-3%	3	2%	19%	5%
O=[N+]([O-])c1cccc(-c2nnc(C34CC5CC(CC(C5)C3)C4)o2)c1	0%	-11%	-19%	i	-25%	0	3%	2%	14%
COc1cccc(CNC(=O)CSc2c3c(nc4cc(Cl)ccc24)CCCC3)c1	0%	-22%	5%	/	/	/	-4%	/	-8%
CCOC(=O)c1cnn(-c2ccccc2)c1-n1cccc1C(=O)C(=O)Nc1ccc(F)cc1	50%	-18%	9%	i	5%	1	?	-9%	?
CC(=O)N1[C@H](Cc2ccccc2)C=C[C@]1(C)C(=O)NCc1ccc(C)o1	-2%	-4%	-11%	i	?	-22	11%	-1%	-2%
Cc1ccc2nc(-c3cc(-c4ccccc4)no3)cn2c1	-19%	-29%	-4%	i	-5%	7	4µM*	5%	-6%
S=C(NCCc1ccccc1)Nc1c(Cl)cccc1Cl	-17%[1.82 µM]	-31%[inhibitor]	?	i	-11%	-8	?	17%	2%
CN(C)/C=N/c1nc2nccc(-c3ccccc3)n2n1	13%	-32%[inhibitor]	-2%	i	1%	11	0%	?	-15%
Cc1cccc(NC(=O)c2cc(CN3CCOCC3)on2)c1C	-1%	-19%	3%	/	/	/	6%	/	-5%
O=C(CCNC(=O)c1ccc(Br)cc1)NCCCN1CCCC1=O	6%	i	10%	i	-3%[1.84 µM]	3	-17%	4%	-2%
Cc1ccc(CSc2nc3ccncc3n2Cc2nc(-c3ccccc3C)oc2C)cc1	12%	-28%	-43%[inhibitor]	/	/	/	?	/	28%
O=C(Nc1nc(-c2cc(Cl)sc2Cl)cs1)c1ccccc1	?	-13%[57.5 µM]	11%	i	-25%	17	?	-3%	21%
Cc1cccc(C)c1NC(=O)CN(C)C(=O)C(c1ccccc1)c1ccccc1	9%	i	7%	i	0%	-19	?	5%	16%
CC(C)NC(=O)NC(=O)COC(=O)c1ccc(S(=O)(=O)Nc2ccccc2)cc1	-10%	i	6%	i	-2%	?	-5%	3%	7%
O=C(O)c1ccccc1/C=N/NC(=O)c1cc(-c2ccco2)nc2ccccc12	-8%	-2%	-11%	i	3%	1	-11%	-2%	19%
O=C(Nc1ccc(OC(F)(F)F)cc1)c1nc2ccccc2nc1N1CCCCC1	5%	-11%	-8%	/	/	/	-3%	/	38%
CC(C)(C)C(=O)Nc1ccc2nc(SCC(=O)N3CCCC3)sc2c1	5%	i	-11%	/	/	/	10%	/	-2%
COc1ccc(C(=O)C(OC(=O)c2ccccc2Cl)c2ccccc2)cc1 (configuration not stated)	-15%	-1%	5%	i	10%	0	?	2%	/
Cc1cc2c(cc1C)C(c1cccc(F)c1)CC(=O)N2 (configuration not stated)	16%	-29%	4%	i	11%	20	0%	7%	-27%

Source: PubChem (National Center for Advancing Translational Sciences (NCATS))
